Assay outcomes as filed in PubChem BioAssay.
Tcruzi prolif = inhibitors of T. cruzi proliferation; T. cruzi beta-gal in NIH3T3, GalScreen luminescence, 90 h; actives 5.9% (n = 77,000); inhibition, % at 8.34 µM;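 active = mean inhibition above about 93%, with at least 55% of replicates each passing it, limit read from the data, passing the limit was not always enough; inconclusive = only one of those two conditions holds; inactive = neither condition holds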
C diff HTS = blocks growth of Clostridium difficile | actives 0.25% (n = 86,000) | growth activity, negative = inhibition, % at 16 µg/mL (by protocol) | Clostridium difficile clinical isolate growth, OD600, 24 h; active compounds read low;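 active = mean growth activity at or below -80% and every replicate also at or below -80%; inconclusive = mean at or below -80% but some replicate above -80%; inactive = mean growth activity above -80%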;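 also: 0% = DMSO wells and -100% = levofloxacin 16 µg/mL wells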
Pf Dd2 inh = P. falciparum Dd2 growth inhibition; SYBR Green, 72 h; active compounds read low; activity change, % at 10 µM; actives 2.3% (n = 94,000); AID 1159554; in the data active = activity change below about -80%; inconclusive = no clear call, values can overlap the other calls
GASC1 inh = blocks human GASC-1 (KDM4C) demethylase activity; Q9H3R0; GST-KDM4C 2-372, H3K9me3 peptide, LANCE TR-FRET; inhibition, % at 12.5 µM; actives 0.15% (n = 96,000); AID 720574;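 active = mean replicate inhibition above about 25%, with at least 55% of replicates also reaching it, limit read from the data, passing the limit was not always enough; inconclusive = only one of those two conditions met; inactive = neither condition met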
Target sequence (Q9H3R0 2-372 limits assumed): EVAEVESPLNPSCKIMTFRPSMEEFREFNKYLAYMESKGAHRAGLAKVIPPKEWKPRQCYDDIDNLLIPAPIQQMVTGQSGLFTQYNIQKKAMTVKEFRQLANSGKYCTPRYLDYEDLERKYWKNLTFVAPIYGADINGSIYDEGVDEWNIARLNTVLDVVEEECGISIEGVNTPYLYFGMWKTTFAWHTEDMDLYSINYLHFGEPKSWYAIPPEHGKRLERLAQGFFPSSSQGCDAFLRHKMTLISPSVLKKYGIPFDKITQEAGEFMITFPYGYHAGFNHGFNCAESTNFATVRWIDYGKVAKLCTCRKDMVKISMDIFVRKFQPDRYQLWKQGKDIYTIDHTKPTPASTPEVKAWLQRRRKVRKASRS
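Material: GST-tagged GASC-1 (JMJD2C) catalytic fragment, aa 2-372. Input: enzyme final amount 10 nM. Medium: HEPES buffer, pH 7.5, plus ascorbate. Reagent: H3K9me3 peptide substrate, Fe(II), 2-oxoglutarate. Doses: single dose. Times: reaction 30 min RT, detection step 1 h RT. Measured by: LANCE TR-FRET. Evaluation: Fall in 671/618 emission ratio as inhibition.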
* = called active by the depositor; ? = inconclusive; · = no result given; & = joins results of further samples.

SMILES | Tcruzi prolif | C diff HTS | Pf Dd2 inh | GASC1 inh
COc1ccc(S(=O)(=O)N(C)C[C@@H]2Oc3cc(-c4ccccc4OC)ccc3S(=O)(=O)N([C@@H](C)CO)C[C@@H]2C)cc1 | 125.9* | 11.3 | -61.5 | 8.3
COc1ccc(NC(=O)Nc2ccc3c(c2)C(=O)N([C@@H](C)CO)C[C@H](C)[C@H](CN(C)Cc2ccc(C(=O)O)cc2)OCCCC[C@H](C)O3)cc1 | 44.5 | -0.4 | -5.5 | 1.0
Cc1noc(C)c1S(=O)(=O)N(C)C[C@H]1Oc2ccc(NC(=O)Cc3ccccc3)cc2CC(=O)N([C@@H](C)CO)C[C@@H]1C | 34.1 | -6.6 | -14.2 | 0.4
CO[C@H]1CN(C)C(=O)c2ccc(NC(C)=O)cc2OC[C@H](C)N(Cc2cncnc2)C[C@H]1C | -30.9 | · | -6.4 | 0.3
CCC(=O)N[C@H]1CC[C@@H](CC(=O)OC)O[C@@H]1CO | -50.4 | · | 46.7 | -0.2
C[C@H]1CN([C@@H](C)CO)C(=O)c2c(c3ccccc3n2C)-c2ccccc2CO[C@H]1CN(C)Cc1ccccc1C(F)(F)F | · | 5.9 | -69.4 | -0.5
Cc1noc(C)c1S(=O)(=O)N(C)C[C@@H]1Oc2ccc(NC(=O)Cn3cnnn3)cc2CC(=O)N([C@H](C)CO)C[C@H]1C | 24.2 | 3.2 | 10.1 | -0.9
CC(C)NC(=O)Nc1ccc2c(c1)CC(=O)N([C@@H](C)CO)C[C@@H](C)[C@@H](CN(C)C(=O)NC1CCCCC1)O2 | 6.9 | 3.9 | 4.1 | 0.9
C[C@H](CO)N1C[C@H](C)[C@@H](CN(C)Cc2cncnc2)Oc2ncc(C#C[C@@H](C)O)cc2C1=O | 28.2 | -0.3 | 12.2 | -1.1
CC(C)NC(=O)N(C)C[C@H]1OCCCC[C@@H](C)Oc2ccc(NS(=O)(=O)c3cn(C)cn3)cc2C(=O)N([C@@H](C)CO)C[C@@H]1C | 31.5 | 2.6 | 29.3 | -1.5
CO[C@@H]1CN(C)C(=O)c2cc(NC(=O)C3CC3)ccc2OC[C@H](C)N(Cc2cc(F)ccc2F)C[C@H]1C | 108.6* | · | -71.3 | -0.7
C[C@@H]1CN([C@@H](C)CO)C(=O)c2cc(NC(=O)Nc3cccc4ccccc34)ccc2O[C@@H](C)CCCCO[C@H]1CN(C)S(=O)(=O)c1ccc(F)cc1 | · | -0.3 | -4.7 | -1.6
COc1cccc(S(=O)(=O)Nc2ccc3c(c2)OC[C@H](C)N(C(=O)Cc2cccnc2)C[C@H](C)[C@@H](OC)CN(C)C3=O)c1 | · | -5.2 | 6.5 | 0.0
O=C(CC1CC1)N1[C@H](CO)[C@H]2c3ccccc3N(S(=O)(=O)c3ccc(F)cc3)C[C@H]21 | 18.1 | 4.3 | -13.9 | 3.2
O=C(C[C@H]1CC[C@@H]2[C@H](COC[C@@H](O)CN2C(=O)Nc2cc(Cl)cc(Cl)c2)O1)NCC1CC1 | · | 44.9&-10.0 | 0.3 | -3.7
Cc1noc(C)c1S(=O)(=O)Nc1cccc2c1O[C@@H](CN(C)S(=O)(=O)c1cccs1)[C@@H](C)CN([C@@H](C)CO)C2=O | -20.7 | -2.8 | -22.2 | 0.9
CC(C)NC(=O)N(C)C[C@H]1Oc2cc(C#Cc3cccc(F)c3)ccc2S(=O)(=O)N([C@H](C)CO)C[C@@H]1C | 4.5 | 6.0 | -43.3 | 9.3
Cc1ccc(S(=O)(=O)N(C)C[C@H]2Oc3cc(Br)ccc3S(=O)(=O)N([C@H](C)CO)C[C@@H]2C)cc1 | 110.1* | 8.1&0.9 | -72.3&-50.9 | -0.7
COc1ccc(CN(C)C[C@@H]2OCCCC[C@H](C)Oc3ccc(NC(=O)c4ccccc4)cc3C(=O)N([C@@H](C)CO)C[C@H]2C)cc1 | 67.6 | -3.5 | -78.4 | 11.0
C[C@@H]1CN([C@@H](C)CO)C(=O)c2cc(C#CC3CC3)cnc2O[C@H]1CN(C)S(C)(=O)=O | -54.6 | · | 13.7 | 1.7
CCC(=O)Nc1ccc2c(c1)C(=O)N(C)[C@@H]1CC[C@@H](CC(=O)N3CCc4ccccc4C3)O[C@H]1CO2 | -36.6 | 0.9 | -2.6 | 0.8
COC(=O)C[C@H]1C=C[C@@H](NS(=O)(=O)c2ccccc2F)[C@H](CO)O1 | -40.3 | · | 21.2 | 0.6
COC(=O)[C@@H]1[C@@H](CO)[C@@H]2Cn3c(ccc(-c4ccc(F)cc4)c3=O)[C@@H]2N1Cc1ccccn1 | 73.5 | 1.6 | -4.0 | 9.4
CCCNC(=O)N1[C@@H]2Cn3c(ccc(-c4ccccc4OC)c3=O)[C@H]1[C@@H](C(=O)NCC)[C@@H]2CO | -6.2 | 3.1 | · | -0.6
COc1ccc(CN(C)C[C@@H]2OCc3cn(nn3)CCCC(=O)N([C@H](C)CO)C[C@@H]2C)cc1 | -37.2 | 5.3 | 17.5 | 0.8
More results follow:
SMILES | Tcruzi prolif | C diff HTS | Pf Dd2 inh | GASC1 inh
COc1ccc(S(=O)(=O)N(C)C[C@H]2Oc3cc(C#CC4CCCC4)ccc3S(=O)(=O)N([C@H](C)CO)C[C@H]2C)cc1 | 45.2 | 5.6 | -50.7 | -0.4
Cc1noc(C)c1NC(=O)N(C)C[C@@H]1Oc2c(NC(=O)NC3CCCCC3)cccc2C(=O)N([C@@H](C)CO)C[C@H]1C | 40.1 | -3.1 | 26.4 | 0.4
COc1ccc(S(=O)(=O)N2C[C@@H](O)COC[C@@H]3O[C@H](CC(=O)NCCN4CCCCC4)CC[C@H]32)cc1 | · | -0.8&-5.1 | 21.9 | 5.1
C[C@@H]1CN([C@H](C)CO)C(=O)c2cc(NS(=O)(=O)c3cccs3)ccc2O[C@@H](C)CCCCO[C@@H]1CN(C)Cc1ccncc1 | 20.3 | 2.7 | -4.8 | 2.3
C/C=C/c1ccc([C@@H]2[C@H](CO)N3CCCCN(C(=O)Nc4ccc(F)cc4)C[C@@H]23)cc1 | 58.7 | 55.6 | 3.0 | 7.8
Cc1noc(C)c1S(=O)(=O)N(C)C[C@@H]1Oc2ccc(NC(=O)Nc3ccc(F)cc3)cc2CC(=O)N([C@H](C)CO)C[C@H]1C | 41.8 | -4.0 | -1.3 | -2.2
O=C(C1CCOCC1)N1C[C@@H]2[C@H](c3ccccc31)[C@@H](CO)N2Cc1ccccc1Cl | 28.4 | 1.5 | 0.8 | -1.7
COc1ccc(NC(=O)Nc2cccc3c2O[C@@H](CN(C)C(=O)Nc2ccccc2)[C@H](C)CN([C@@H](C)CO)C3=O)cc1 | -0.6 | 4.4 | -9.5 | 4.5
COc1ccc(NC(=O)Nc2cccc3c2O[C@H](CN(C)C(=O)Nc2ccc(F)cc2)[C@@H](C)CN([C@@H](C)CO)C3=O)cc1 | · | 1.1 | -19.9 | 1.0
CCCC(=O)N1CC2(CN(C(=O)Nc3cccc(F)c3)C2)c2c(n(C)c3cc(OC)ccc23)[C@@H]1CO | · | 16.9 | -22.7 | -2.5
C[C@@H]1CN([C@@H](C)CO)S(=O)(=O)c2ccc(-c3cccnc3)cc2O[C@@H]1CN(C)C(=O)C1CC1 | 39.8 | · | 22.8 | 1.7
C[C@H]1CN([C@@H](C)CO)C(=O)c2cc(NC(=O)CCCN(C)C)ccc2O[C@@H]1CN(C)S(=O)(=O)c1cn(C)cn1 | 29.9 | -4.3 | 3.0 | -0.5
CNC(=O)C[C@H]1CC[C@H]2[C@@H](COc3ccc(NC(=O)c4cc(C)on4)cc3C(=O)N2C)O1 | 28.1 | 3.4 | 8.6 | -0.8
COCC(=O)N1C[C@@H](C)[C@@H](OC)CN(C)C(=O)c2ccc(NC(=O)c3cc(C)on3)cc2OC[C@H]1C | -5.8 | · | -3.4 | 1.2
C[C@@H]1CN([C@H](C)CO)C(=O)c2cc(-c3cncnc3)cnc2O[C@H]1CN(C)C(=O)Nc1ccc2c(c1)OCO2 | ? | -4.7 | 61.3 | 1.1
O=C(C[C@@H]1CC[C@@H](NC(=O)Nc2ccc(C(F)(F)F)cc2)[C@@H](CO)O1)NCc1cccc(F)c1 | 66.9 | 8.4 | -20.1 | 1.2
O=C(Nc1ccc(F)cc1)N1CC(=O)N2[C@@H](CO)[C@H](c3ccc(-c4cccc(F)c4)cc3)[C@@H]2C1 | · | -15.6 | -6.3 | -1.4
Cc1ccc(-c2ccc([C@@H]3[C@@H](CO)N4C(=O)CN(C(=O)c5ccccc5)C[C@H]34)cc2)cc1 | · | -5.3 | -37.5 | -0.9
COc1ccc(S(=O)(=O)N(C)C[C@H]2Oc3c(NC(=O)c4cc(C)nn4C)cccc3C(=O)N([C@@H](C)CO)C[C@H]2C)cc1 | -62.2 | -1.2 | -14.2 | -0.2
C[C@@H]1CN([C@H](C)CO)C(=O)c2cc(NC(=O)CCC(F)(F)F)ccc2O[C@@H](C)CCCCO[C@H]1CN(C)S(=O)(=O)c1cccs1 | -8.5 | -1.7 | -62.9 | -2.1
CO[C@@H]1CC[C@@H]2CCN(C)C(=O)[C@H](C)N(C)C(=O)c3cccc(C#N)c3OC[C@@H]1O2 | 26.3 | -7.7 | · | 1.5
CC(C)NC(=O)N1CCCCN2[C@H](CO)[C@@H](c3ccc(Br)cc3)[C@H]2C1 | 28.5 | -3.4 | -0.8 | 1.2
O=C(C1CCOCC1)N1C[C@@H]2[C@H](c3ccccc31)[C@H](CO)N2Cc1ccccc1Cl | 22.6 | -0.4 | 8.9 | -1.2
Cc1ccccc1S(=O)(=O)NCC[C@H]1CC[C@@H](NC(=O)C2CCC2)[C@@H](CO)O1 | · | -0.3 | -3.0 | -3.5
CC(C)NC(=O)N[C@@H]1C=C[C@@H](CC(=O)NCCCN(C)C)O[C@@H]1CO | 41.0 | · | 11.0 | 1.5

Profiles, quoted from the list.
Results for Cc1noc(C)c1S(=O)(=O)N(C)C[C@@H]1Oc2ccc(NC(=O)Nc3ccc(F)cc3)cc2CC(=O)N([C@H](C)CO)C[C@H]1C = Tcruzi prolif = 41.8; C diff HTS = -4.0; Pf Dd2 inh = -1.3; GASC1 inh = -2.2
Results for COc1ccc(NC(=O)Nc2cccc3c2O[C@@H](CN(C)C(=O)Nc2ccccc2)[C@H](C)CN([C@@H](C)CO)C3=O)cc1 = Tcruzi prolif = -0.6; C diff HTS = 4.4; Pf Dd2 inh = -9.5; GASC1 inh = 4.5

Remaining list, next part.
SMILES | Tcruzi prolif | C diff HTS | Pf Dd2 inh | GASC1 inh
CCNC(=O)C[C@H]1CC[C@H]2[C@@H](COc3ccc(NS(=O)(=O)c4ccccc4C)cc3C(=O)N2C)O1 | 51.3 | 2.5 | 3.1 | -5.0
C[C@@H]1CN([C@@H](C)CO)C(=O)c2cc(C#CC3(O)CCCC3)cnc2O[C@@H]1CN(C)Cc1cccnc1 | -83.2 | 2.4 | 1.2 | 0.9
C[C@@H]1CN([C@@H](C)CO)S(=O)(=O)c2ccc(Br)cc2O[C@@H]1CN(C)Cc1cccnc1 | 112.2* | 0.3&1.4 | 24.5&-10.4 | 1.2
O=C(NC[C@H]1[C@H](c2ccccc2)[C@H](CO)N1Cc1ccccn1)C1CC1 | 37.5 | 4.3 | 1.0 | 1.5
O=C(NCC1CC1)[C@@H]1[C@@H](CO)[C@@H]2Cn3c(ccc(C4=CCCC4)c3=O)[C@@H]2N1Cc1ccccc1F | 85.8 | -5.1 | · | 1.8
C[C@@H]1CCCCO[C@H](CN(C)C(=O)c2ccncc2)[C@H](C)CN([C@@H](C)CO)C(=O)c2cc(NS(=O)(=O)c3ccc(F)cc3)ccc2O1 | -0.1 | · | 11.9 | 3.7
C/C=C/c1ccc2c(c1)O[C@H](CN(C)C(=O)Cc1cccnc1)[C@@H](C)CN([C@H](C)CO)S2(=O)=O | · | 1.1 | 25.2 | 0.7
C[C@@H](O)C#Cc1ccc([C@H]2[C@@H](CO)N3CCCCN(C(=O)Nc4ccccc4)C[C@H]23)cc1 | 32.7 | -3.0 | -26.5 | 1.3
C[C@@H]1CN([C@H](C)CO)S(=O)(=O)c2ccc(-c3cncnc3)cc2O[C@H]1CN(C)C | 14.3 | 1.3 | 17.2 | 0.7
O=C(C[C@@H]1C[C@@H]2c3cc(NS(=O)(=O)c4ccc(F)cc4)ccc3O[C@@H]2[C@H](CO)O1)NCc1ccc(-c2ccccc2)cc1 | 85.0 | -7.9 | -16.3 | 0.5
COc1ccc(NC(=O)Nc2ccc3c(c2)[C@@H]2C[C@H](CC(=O)NCc4ccc5c(c4)OCO5)O[C@@H](CO)[C@@H]2O3)cc1 | 60.1 | 2.9 | -13.0 | -1.9
CO[C@H]1CN(C)C(=O)c2cc(C#N)ccc2OC[C@H]2O[C@@H](CC[C@@H]2OC)CCN(C)C(=O)[C@H]1C | -11.5 | · | 39.3 | 1.0
O=C(C1CCOCC1)N1CC(=O)N2[C@H](CO)[C@H](c3ccc(/C=C/c4ccccc4)cc3)[C@@H]2C1 | · | -3.3 | 1.4 | -0.5
